# High-throughput results: PubChem BioAssay, National Center for Advancing Translational Sciences (NCATS)
# aGal spleen mod – alpha-galactosidase A (human) modulation. hit rate 0.008% among 240,000. P06280. human spleen homogenate, 4MU-alpha-Gal fluorescence, 40 min. Potency, µM (doses to about 80 µM), without a hit: at the highest dose activity change, negative = inhibition, hits mostly inhibitors;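 note: 0% = enzyme with vehicle and -100% = no enzyme basal signal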
# Target sequence (P06280 32-429 limits assumed): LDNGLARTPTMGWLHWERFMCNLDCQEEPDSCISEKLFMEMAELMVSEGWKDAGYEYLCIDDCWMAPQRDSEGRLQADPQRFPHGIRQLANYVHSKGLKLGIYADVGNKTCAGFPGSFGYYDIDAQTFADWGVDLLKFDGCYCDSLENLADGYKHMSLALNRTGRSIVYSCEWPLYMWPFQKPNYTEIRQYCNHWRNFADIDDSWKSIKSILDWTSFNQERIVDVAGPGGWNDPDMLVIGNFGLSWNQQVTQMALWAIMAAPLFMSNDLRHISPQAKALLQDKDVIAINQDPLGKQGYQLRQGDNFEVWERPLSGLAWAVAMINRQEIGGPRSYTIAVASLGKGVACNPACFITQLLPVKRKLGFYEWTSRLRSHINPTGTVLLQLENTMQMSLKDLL
#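 Human spleen homogenate (1 ug) as enzyme source, 4-methylumbelliferyl-alpha-D-galactopyranoside 1 mM final, citrate/phosphate pH 5.0 with 0.01% Tween-20. Compounds 40 min at 37C, NaOH/glycine stop; fluorescence Ex 365/Em 440, Hill-fit AC50.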
# aGlu spleen mod – inhibitors or activators of human alpha-glucosidase in spleen homogenate; Potency, µM (series often up to 79.9 µM), for inactives: at the top dose activity change, negative = inhibition, hits mostly inhibitors; P10253; human spleen homogenate, 4-MU-alpha-glucoside fluorescence; hit rate 0.006% among 240,000;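 note: 0% = enzyme with vehicle and -100% = no enzyme basal signal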
#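 Compounds were titrated against alpha-glucosidase in spleen homogenate at pH 5.0, with 1 mM 4-methylumbelliferyl substrate for 40 min at 37 C. Reactions were quenched with pH 10 NaOH/glycine and fluorescence measured.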
# GAA inhib – inhibitors of human lysosomal alpha-glucosidase. P10253. purified human GAA, 4-MU-alpha-glucoside fluorescence. Potency, µM (highest dose often 76.9 µM), without a hit: top-dose activity change, negative = inhibition, most hits filed as inhibitors. hit rate 0.005% among 200,000;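 note: plate controls were uninhibited enzyme wells for no effect and no-enzyme background for full effect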
#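 Enzyme (4 nM final) mixed with compound (up to 77 uM), then 4-MU-alpha-D-pyranoside (400 uM final) added; 20 min at room temperature, pH 5.0. Reaction stopped at pH 10, fluorescence read, AC50 derived by Hill fit.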
# JMJD2E inh – inhibitors of human JMJD2E histone demethylase. Potency, µM (titrated, usually from 57.1 µM), for inactives: top-dose activity change, negative = inhibition, actives largely listed as inhibitors. hit rate 1.6% among 230,000. B2RXH2. JMJD2E catalytic domain, FDH-coupled NADH fluorescence (FDH is formaldehyde dehydrogenase); active = well fitted inhibition curve with a large enough effect, not every such curve was filed as active; inconclusive = small, poorly fitted or top-dose-only effect, or another doubt; inactive = no such curve, though single readings can be large or run the other way;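 note: 0% = wells with enzyme and -100% = buffer wells without enzyme; nearly all actives have a fitted effect of over 50% in size; many of its hits are not listed in these tables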
# ALDH1A1 block – inhibitors of human aldehyde dehydrogenase 1A1; P00352; Purified ALDH1A1, NADH fluorescence, propionaldehyde substrate; Potency, µM (doses to about 75.3 µM), inactives show at the top dose activity, negative = inhibition, usual class: inhibitors; hit rate 7.3% among 220,000; AID 1030; active = well fitted inhibition curve with a large enough effect, not every such curve was filed as active; inconclusive = small, poorly fitted or top-dose-only effect, or another doubt; inactive = no such curve, though single readings can be large or run the other way;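 note: plate controls were no enzyme wells and a reference inhibitor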
# Target sequence (P00352 whole entry, looked up): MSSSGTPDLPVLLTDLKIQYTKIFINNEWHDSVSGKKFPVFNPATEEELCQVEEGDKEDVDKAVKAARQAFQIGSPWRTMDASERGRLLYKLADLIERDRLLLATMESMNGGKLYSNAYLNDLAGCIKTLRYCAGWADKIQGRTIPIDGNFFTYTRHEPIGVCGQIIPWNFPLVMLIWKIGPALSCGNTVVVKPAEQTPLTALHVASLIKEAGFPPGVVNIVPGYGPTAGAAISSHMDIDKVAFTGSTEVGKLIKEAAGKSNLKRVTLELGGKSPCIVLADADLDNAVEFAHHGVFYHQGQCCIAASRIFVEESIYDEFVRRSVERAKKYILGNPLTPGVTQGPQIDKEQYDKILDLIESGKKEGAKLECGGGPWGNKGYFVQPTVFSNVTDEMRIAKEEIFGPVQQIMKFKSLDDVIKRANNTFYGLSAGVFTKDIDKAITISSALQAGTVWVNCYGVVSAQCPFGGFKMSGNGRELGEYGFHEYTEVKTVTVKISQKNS
# RGS12 GoLoco inh – blocks human Gai1 binding to RGS12 GoLoco peptide, red readout. P63096. Gai1:RGS12 GoLoco peptide FP, rhodamine, 10 min. Potency, µM (highest dose often 61.6 µM), for the others: top-dose activity, negative = inhibition, actives largely listed as inhibitors. hit rate 0.44% among 230,000. AID 880; active = well fitted inhibition curve with a large enough effect, not every such curve was filed as active; inactive = no such curve, though single readings can be large or run the other way; note: % is set by controls: 0 for no effect and ±100 for the full control effect; nearly all actives have a fitted effect of over 30% in size; many of its hits are not listed in these tables
# SMN2 splice up – enhancers of SMN2 splice variant expression. HEK293 SMN2-luciferase splicing reporter, luminescence, 30-36 h. Potency, µM (highest dose often 46.1 µM), inactives show at the highest dose activity change, positive = activation, most hits filed as activators. hit rate 2.8% among 210,000; note: % of control where 0% means no effect; nearly all actives have a fitted effect of over 55% in size
#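 qHTS luciferase splicing reporter: luminescence rises when SMN2 exon 7 is included in transfected HEK293 cells. Compound exposure lasted 30-36 h at 37C, with 4.5 mM final sodium butyrate as control, followed by a ONE-Glo read.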
# GAA glycogen – alters human alpha-glucosidase cleavage of glycogen; P10253; recombinant GAA, glycogen substrate, Amplex Red glucose oxidase fluorescence; Potency, µM (doses to about 76.4 µM), for inactives: at the top dose activity change, negative = inhibition, usual class: inhibitors; hit rate 0.38% among 300,000;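 note: 0% = full enzyme reaction and -100% = no-enzyme basal signal; the screen sought inhibitors and activators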
#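 qHTS, 1536-well; enzyme 4 nM final; cpd up to 77 uM; substrate bovine liver glycogen 30 ug; 50 mM citrate/phosphate pH 5.0, 0.01% Tween-20; 37 C, 40 min; Amplex Red detection 45 min RT; Hill fit → AC50.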
# * marks the source's active call; other numbers are inactive results; ? = inconclusive; . = no result given; & = joins results of further samples; ! = not active in a repeat; [ ] = another dose, or the depositor's remark. Unless noted, calls come from the whole dose curve; as a rule, active = well fitted curve in the direction sought with a large enough effect; inconclusive = small, poorly fitted or top-dose-only effect, or another doubt; inactive = no such curve, though single readings can be large; an effect the other way counts as inactive or inconclusive. Potency is the fitted concentration of half-maximal effect.
No.	ALDH1A1 block	RGS12 GoLoco inh	GAA inhib	GAA glycogen	aGal spleen mod	Structure	SMN2 splice up	aGlu spleen mod	JMJD2E inh
1	3%	-5%	7%	4%	2%	O=C(Nc1ccc2c(c1)CCC2)c1cc(S(=O)(=O)Nc2ccc(F)cc2)c(Cl)cc1Cl	-92%[inhibitor]	-6%	6%
2	10%	-1%	1%	-7%	2%	CN(C(=O)c1cccnc1)c1nnc(-c2cccnc2)s1	3%	2%	?
3	-7%	-8%	-6%	1%	0%	COc1ccc(CN2C(=O)c3ccccc3C2C(=O)NC2CCC(C)CC2)c(OC)c1 (stereo not given)	-6%	4%	-4%
4	?	-1%	-4%	-2%	-5%	Cn1c(SCC(=O)N2CCN(c3ccccc3)CC2)nnc1-c1cc2ccccc2o1	-62%[inhibitor]	-16%	-6%
5	?	43%[activator]	0%	1%	2%	O=C(Cc1ccc(-n2c(=O)[nH]c3ccccc3c2=O)cc1)N1CCN(c2ccccc2)CC1	-14%	0%	-6%
6	10%	-30%	1%	?	-10%	O=C(Nc1ccc(N2CCOCC2)cc1)NC1CCCCC1	6%	-3%	-2%
7	-7%	3%	-4%	-15%	5%	O=c1cc(N2CCCC2)c(-c2ccccc2)n[nH]1	.	5%	5%
8	.	2%	.	7%	-5%	CNc1ccc(Br)cc1C(O)c1ccccc1 (stereo not given)	.	-1%	-1%
9	?	28%	.	.	9%	COc1cccc(Cn2c(=O)cnc3cnc(N4CCOCC4)nc32)c1	-6%	-1%	.
10	?	5%	-2%	3%	-2%	COCCn1nnnc1C(c1ccccc1)N1CCN(c2ccccc2)CC1 (stereo not given)	?	-2%	?
11	18%	-2%	-3%	8%	0%	Cc1ccc(N=Cc2cc(Cl)cc(Cl)c2O)nc1	28%	-1%	?
12	17%	4%	2%	11%	-4%	CC(C)(C)c1nn2cnnc2n(/N=C/c2cccc3ccccc23)c1=O	-1%	-15%	-1%
13	?	9%	?	-4%	9%	CC(C)(/C=N/NC(=O)CSCc1ccc(Cl)cc1)CCC#N	-12%	-9%	-9%
14	.	2%	.	1%	-1%	COc1ccc(C(=O)Nc2ccc3oc(-c4cccc(Cl)c4)cc(=O)c3c2O)cc1	.	-2%	-5%
15	1%	7%	?	-6%	1%	Cc1c(CCOC(=O)CC23CC4CC(CC(C4)C2)C3)sc[n+]1CC(=O)c1ccc(Br)cc1	-14%	3%	3%
16	-6%	-14%	-2%	2%	7%	Cn1c(=O)n(C)c2cc(C(=O)Nc3ccc4c(c3)OCO4)ccc21	11µM*	10%	-3%
17	-11%	-3%	-7%	8%	-2%	CCNC(=S)N1CCN(CC)CC1	0%	-2%	?
18	13µM*	12%	-12%[15.4 µM]	-6%	3%	Cc1ccc(C(=O)N/N=C/c2cn(Cc3ccccc3)c3ccccc23)cn1	.	2%	?
19	12%	-6%	-2%	9%	-9%	Nc1ccc(C#Cc2ccccc2)cc1	24%	-9%	6%
20	19%	-6%	-5%	1%	-4%	N=c1sccn1CC(=O)N1CCc2ccccc21	9%	-2%	5%
21	5%	6%	15%	-7%	3%	CC(=O)Nc1nc(N(C)C)nc(N(C)C)n1	.	-9%	1%
22	3%	2%	.	.	-2%	COc1cccc([C@@H]2Oc3ccc(Br)cc3C[C@H]2OC(=O)NS(=O)(=O)c2ccc(F)cc2)c1	-9%	-2%	?
23	-14%	-1%	-2%	-14%	1%	Fc1ccc(C2CC(c3cccs3)=NN2C(=S)Nc2ccccc2)cc1 (stereo not given)	-11%	-15%	-20%
24	1µM*	0%	-10%	-12%	1%	Fc1ccc(N2CCN(C(c3cccs3)c3nnnn3CCc3ccccc3)CC2)cc1 (stereo not given)	-45%[inhibitor]	-3%	-8%
25	-12%	-6%	2%	2%	1%	COc1cc(CC(=O)Nc2ncc(C)s2)cc(OC)c1OC	?	-4%	-4%
26	?	-21%	-2%	-7%	8%	CCOC(=O)CSCC(=O)N1N=C(c2cccs2)CC1c1ccc(F)cc1 (stereo not given)	-3%	2%	?
27	17%	3%	10%	13%	7%	O=C(c1ccccn1)c1ncc(C(F)(F)F)cc1Cl	-8%	-2%	2%
28	?	5%	2%	1%	-17%	Clc1ccc(OCc2nn3c(C4CCCCC4)nnc3s2)c(Cl)c1	-28%	4%	2%
29	?	2%	.	.	5%	CCCC(=O)NCCc1c2n(c3ccc(OC)cc13)Cc1ccccc1-2	-13%	4%	?
30	0%	7%	-4%	-1%	3%	O=C1CSC2=NCN(c3ccccc3)CN12	-6%	-3%	-2%

# 4 entries out of the list above, arranged by their value in GAA glycogen, low to high.
item	smiles	GAA glycogen
13	CC(C)(/C=N/NC(=O)CSCc1ccc(Cl)cc1)CCC#N	-4%
20	N=c1sccn1CC(=O)N1CCc2ccccc21	1%
17	CCNC(=S)N1CCN(CC)CC1	8%
19	Nc1ccc(C#Cc2ccccc2)cc1	9%

# Shown as a hit in ALDH1A1 block, of those listed so far:
No.	ALDH1A1 block	RGS12 GoLoco inh	GAA inhib	GAA glycogen	aGal spleen mod	Structure	SMN2 splice up	aGlu spleen mod	JMJD2E inh
18	13µM*	12%	-12%[15.4 µM]	-6%	3%	Cc1ccc(C(=O)N/N=C/c2cn(Cc3ccccc3)c3ccccc23)cn1	.	2%	?
24	1µM*	0%	-10%	-12%	1%	Fc1ccc(N2CCN(C(c3cccs3)c3nnnn3CCc3ccccc3)CC2)cc1 (stereo not given)	-45%[inhibitor]	-3%	-8%

# Later entries:
No.	ALDH1A1 block	RGS12 GoLoco inh	GAA inhib	GAA glycogen	aGal spleen mod	Structure	SMN2 splice up	aGlu spleen mod	JMJD2E inh
31	1%	0%	-2%	-2%	5%	CC1Cc2ccccc2N1C(=O)CO/N=C/c1ccc(OC(F)F)cc1 (stereo not given)	8%	-2%	-1%
32	-9%	10%	6%	-24%	17%	COC(=O)c1cccc(/C=N/NC(N)=S)c1O	.	9%	?
33	9%	-1%	-5%	6%	6%	Cc1oc2ccc(O)cc2c1C(=O)c1ccc(Cl)cc1	-21%	-13%	-16%
34	3%	1%	-25%	0%	0%	O=C(NCCCN1CCN(c2cccc(Cl)c2)CC1)C1(S(=O)(=O)c2ccc(Cl)cc2)CC1	4%	-6%	8%
35	-1%	-4%	-5%	2%	8%	CC1(C)CC(NC(=O)C23CCC(C)(C(=O)C2)C3(C)C)CC(C)(C)N1 (stereo not given)	11%	6%	-8%
36	6%	-14%	.	.	-13%	CCC(C)C1NC(=O)C(CCNCS(=O)(=O)O)NC(=O)C(NC(=O)C(CCNCS(=O)(=O)O)NC(=O)C(NC(=O)C(CCNCS(=O)(=O)O)NC(=O)CCCCC(C)C)C(C)O)CCNC(=O)C(C(C)O)NC(=O)C(CCNCS(=O)(=O)O)NC(=O)C(CCNCS(=O)(=O)O)NC(=O)C(C(C)CC)NC1=O (stereo not given)	-4%	-4%	161%[activator]
37	4%	16%	9%	-4%	8%	COc1ccc(Cl)cc1NC(=S)NCCN1CCOCC1	-2%	2%	?
38	8.9µM*!	25µM*!	.	.	-26%&-17%&7%&-5%	Nc1ncnc2c1c(I)cn2C1OC(CO)C(O)C1O (stereo not given)	-90%&-53%&-89%&-86%[inhibitor]	6%&5%&6%&-12%	0%
39	1%	-3%	-7%	0%	20%	O=C(O/N=C1\CCCc2ccccc21)c1cccc(Cl)c1	-1%	-15%	4%
40	1%	8%	-5%	6%	0%	CCc1ccc(Nc2ccc(S(=O)(=O)N3CCOCC3)cc2[N+](=O)[O-])cc1	-42%[inhibitor]	-7%	1%
41	1%	29%	-15%	-2%	0%	Cc1cccc(NC(=O)C2CCCN2S(=O)(=O)c2ccc(F)cc2)c1C (stereo not given)	?	-5%	-5%
42	-11%	10%	0%	-1%	-5%	COc1ccc(C(=O)NC(=S)NNC(=O)c2c(-c3ccccc3)noc2C)cc1	-47%[inhibitor]	-8%	?
43	-5%	-3%	0%	3%	1%	O=C(Nc1ccc(N2CCN(C(=O)c3ccco3)CC2)cc1)c1ccc2c(c1)OCO2	-39%[inhibitor]	3%	-20%
44	-2%	38%[activator]	12%	11%	2%	CC(Sc1nnc(Nc2ccccc2)s1)C(=O)Nc1nc(-c2ccccc2)cs1 (stereo not given)	4µM*	3%	-2%
45	5%	0%	.	.	3%	C=CCOC(=O)N[C@H](c1ccccc1)C(C(C)=O)C(C)=O	8%	3%	-9%
46	-8%	3%	.	.	-2%	COC(=O)[C@@]1(Cc2ccc(F)cc2)[C@H]2c3cc(C(=O)N(C)C)n(Cc4cc(C)n(C)n4)c3C[C@H]2CN1C(=O)c1ccccc1	0%	-1%	-21%
47	?	0%	-5%	2%	2%	CCN(CCCNC(=O)c1cn(CC)c2ccc(S(=O)(=O)N(C)C)cc2c1=O)c1cccc(C)c1	-11%	-15%	-20%
48	-12%	9%	?	1%	4%	COc1ccc(S(=O)(=O)N2CCC(C(=O)NCc3ccccn3)CC2)cc1C	15%	0%	-1%
49	14%	8%	?	4%	6%	O=S(=O)(Nn1cnnc1)c1ccccc1Cl	2%	-1%	0%
50	.	9%	.	4%	4%	O=c1[nH]c(O)c(C=Nc2ccc(Cl)cc2Cl)c(=O)[nH]1	.	0%	-5%
51	-1%	-6%	-3%	-2%	-1%	Cc1cc(C)nc(-n2nc(C)c(Oc3ccccc3O)c2C)n1	-12%	3%	3%
52	6%[13.5 µM]	-2%[14.2 µM]	.	1%	13%	CCC(C)(C)c1ccc(Oc2cccc(C(=O)O)c2)cc1	22%[9.22 µM]	7%	9%
53	-5%	14%	2%	-4%	3%	CCOC(=O)c1ccc(-n2c(C)ccc2C)cc1	20%	-3%	-17%
54	?	7%	1%	9%	-4%	O=C(CCCSc1nc(-c2ccco2)cc(C(F)(F)F)n1)NCC1CCCO1 (stereo not given)	-37%[inhibitor]	-18%	1%
55	.	9%	.	4%	-10%	O=c1[nH]c2ccsc2c(=O)n1CCO	.	2%	1%
56	-3%	-8%	-7%	11%	0%	CCOc1cc(/C=C2\N=C(C)OC2=O)cc(Br)c1OCC(=O)OC	-12%	-6%	-7%
57	5%	2%	11%	-5%	7%	CC(C)=CCN1CCN(Cc2nc(C(C)C)cs2)CC1CCO (stereo not given)	.	2%	3%
58	-3%	1%	4%	13%	0%	c1ccc(-c2noc(CN3CCCC(OCc4ccccn4)C3)n2)cc1 (stereo not given)	.	-16%	5%

# An excerpt; the hit share may differ from the screen's.
